Assay outcomes deposited in PubChem by National Center for Advancing Translational Sciences (NCATS).
p53ts 32C tox – qHTS Screen for Compounds that Selectively Target Cancer Cells with p53 Mutations: Cytotoxicity of p53ts Cells at the Permissive Temperature; H1299-p53A138V at 32C, ATP luminescence viability, 24 h; Potency, µM (doses to about 46.1 µM), without a hit: top-dose activity change, negative = cytotoxicity, actives largely listed as cytotoxic; hit rate 0.93% among 130,000; active = well fitted cell-killing curve with a large enough effect; inconclusive = small, poorly fitted or top-dose-only effect; inactive = no such curve, though single readings can be large or run the other way;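 note: 0% = DMSO and -100% = full killing by reference compound; nearly all actives have a fitted effect of over 55% in size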
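Viability by ATPlite luminescence after 24 h compound treatment (up to 46 uM) at the permissive 32C. Cells are H1299 carrying p53 A138V. Scale runs from DMSO basal to 100 uM tamoxifen as full kill; AC50 from Hill fits.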
* hit, by the source's call; ? = inconclusive. Potency is the fitted concentration of half-maximal effect. An excerpt; the hit share may differ from the screen's.

SMILES	p53ts 32C tox
COc1cc(OC)c(NC(=O)C(CC(C)C)N2Cc3ccccc3C2=O)cc1Cl (configuration not stated)	0%
CCc1cccc(NC(=O)CSc2nnc(-c3cc4occc4n3C)n2-c2ccccc2C)c1	-3%
CC(C)c1ccc(NC(=O)c2ccc(CN3CC(=O)N4CCCCC4C3=O)cc2)cc1 (configuration not stated)	0%
Cc1cccc(Cn2cc(S(=O)(=O)c3ccccc3)c(=O)c3cc(F)c(N4CCOCC4)cc32)c1	-11%
CSc1ncc(C(=O)Nc2cccc(C)c2C)c(-c2ccccc2)n1	-7%
CCc1ccc(NC(=O)C2CCCN(c3nn4cc(-c5ccc(OC)cc5)nc4s3)C2)cc1 (configuration not stated)	-5%
Fc1ccc(Nc2ncnc3c2nc2n3CCCC2)cc1	-21%
Cc1ccccc1-n1c(SCC(=O)Nc2ccc(Cl)cc2F)nnc1-c1cc2occc2n1C	1%
CCCn1cc(S(=O)(=O)c2ccc(CC)cc2)c(=O)c2cc(F)c(N(CC)CC)cc21	8%
Cc1ccc(CNC(=O)C2CCN(c3ncnc4c3nc3n4CCCCC3)CC2)cc1	-4%
COc1ccc(Nc2cc(C)c3cc(NC(=O)c4ccccc4Cl)ccc3n2)cc1	9%
CCOC(=O)c1ccc(NS(=O)(=O)c2cc3c(cc2C)n(C)c(=O)c(=O)n3C)cc1	7%
Cc1cc(C)cc(NC(=O)C(Cc2ccccc2)N2Cc3ccccc3C2=O)c1 (configuration not stated)	-3%
CCCN1CCN(C(=O)Cn2c(-c3cccs3)cc3ccccc32)CC1	4%
COc1cc(OC)c(NC(=O)C2=C(C)C(=O)OC23CCCCCC3)cc1Cl	5%
CC(C)N(CCCNC(=O)Cn1ncc2c([nH]c3ccccc32)c1=O)Cc1ccccc1	-8%
CCOC(=O)Cc1ccc(NC(=O)N2CCC(CN3CCC(C)CC3)CC2)cc1	0%
CCc1cccc(NC(=O)Nc2cn(C)c(=O)c3ccccc23)c1	1%
CC(=O)N1CCC2(CC1)OC(=O)C(C)=C2C(=O)Nc1cc(C)ccc1C	-18%
O=c1c(S(=O)(=O)c2ccccc2)cn(Cc2ccc(F)cc2)c2cc(N3CCOCC3)c(F)cc12	-8%
CN(C)CCNC(=O)C1CCN(c2ncnc3c2nc2n3CCCCC2)CC1	-8%
COC(=O)c1ccccc1NC(=O)C(Cc1ccccc1)N1Cc2ccccc2C1=O (configuration not stated)	-2%
Cc1ccc(CS(=O)(=O)c2cn(CC(=O)N(C)c3ccccc3)c3ccccc23)cc1	-8%
O=C(Nc1cc(F)ccc1F)N1CCC(CN2CCCC2)CC1	-2%
CCN1CCc2c(sc(-n3cccc3)c2C(C)NC(=O)Nc2ccc(C(=O)OC)cc2)C1 (configuration not stated)	-7%

In a second layout: 3 of the compounds above.
molecule | p53ts 32C tox
COc1cc(OC)c(NC(=O)C(CC(C)C)N2Cc3ccccc3C2=O)cc1Cl (configuration not stated) | 0%
CC(C)c1ccc(NC(=O)c2ccc(CN3CC(=O)N4CCCCC4C3=O)cc2)cc1 (configuration not stated) | 0%
COc1cc(OC)c(NC(=O)C2=C(C)C(=O)OC23CCCCCC3)cc1Cl | 5%

Look-ups from above.
Value for COc1ccc(Nc2cc(C)c3cc(NC(=O)c4ccccc4Cl)ccc3n2)cc1 under p53ts 32C tox: 9%
Value for CC(C)N(CCCNC(=O)Cn1ncc2c([nH]c3ccccc32)c1=O)Cc1ccccc1 under p53ts 32C tox: -8%
Value for Cc1ccc(CNC(=O)C2CCN(c3ncnc4c3nc3n4CCCCC3)CC2)cc1 under p53ts 32C tox: -4%
Value for CN(C)CCNC(=O)C1CCN(c2ncnc3c2nc2n3CCCCC2)CC1 under p53ts 32C tox: -8%
Value for COc1cc(OC)c(NC(=O)C2=C(C)C(=O)OC23CCCCCC3)cc1Cl under p53ts 32C tox: 5%

The results go on:
SMILES	p53ts 32C tox
Cc1ccc(-c2cn3nc(N4CCCC(C(=O)NCc5ccccc5F)C4)sc3n2)cc1 (configuration not stated)	2%
Cc1ccc(NC(=O)c2ccc(CN3CC(=O)N4CCCCC4C3=O)cc2)c(C)c1 (configuration not stated)	-16%
Cc1cc2c(n1-c1ccc(C(=O)NCc3ccc(OC(C)C)cc3)cc1)CCCC2	1%
O=C(NCc1ccccc1)c1ccc(CSc2nc3cccnc3n2Cc2cccc(F)c2)cc1	-15%
COc1ccccc1CNC(=O)C1CCCN(c2nn3cc(-c4ccc(F)cc4)nc3s2)C1 (configuration not stated)	-3%
CCN(Cc1ccccc1)C(=O)C1CCN(c2ncnc3c2nc2n3CCCCC2)CC1	-6%
O=C(NC1CCCCC1)c1ccc(Cn2c(SCc3ccccc3)nc3cccnc32)cc1	-24%
CCCn1cc(S(=O)(=O)c2ccccc2)c(=O)c2cc(F)c(N3CCCC(C)C3)cc21 (configuration not stated)	-12%
Cc1ccc2c(c1)N(CC(=O)NCc1ccccc1Br)C(=O)c1cccnc1O2	-1%
COc1ccc(Cl)cc1NC(=O)Cn1cc(S(=O)(=O)Cc2cccc(Cl)c2)c2ccccc21	5%
CCCn1c2ccccc2c2cnn(CC(=O)N(CCCOC)Cc3ccco3)c(=O)c21	-18%
CCCn1cc(S(=O)(=O)c2cccc(Cl)c2)c(=O)c2cc(F)c(N3CCN(CC)CC3)cc21	-7%
CC1Cc2cc(S(=O)(=O)NCc3ccccc3Cl)ccc2N1C(=O)C1CCC1 (configuration not stated)	2%
CC1=C(C(=O)N2CCN(c3cccc(Cl)c3)CC2)C2(CCCCC2)OC1=O	2%
Cc1ccc(CNC(=O)COCc2cc(-c3ccc4c(c3)OCO4)on2)cc1	3%
Cc1cccc(NC(=O)c2ccc(CN3CC(=O)N4CCCCC4C3=O)cc2)c1C (configuration not stated)	0%
CN(C)c1ccc(CNC(=O)CCCN2C(=O)c3cccnc3Oc3ccc(Cl)cc32)cc1	4%
COc1cccc(CNS(=O)(=O)c2ccc3c(c2)CC(C)N3C(=O)C2CCC2)c1 (configuration not stated)	0%
COc1ccccc1CNC(=O)COCc1cc(-c2cccs2)on1	-1%
Cc1cc2c(cc1S(=O)(=O)NCc1ccc(F)cc1)n(C)c(=O)c(=O)n2C	1%
CCN(CC)CCN(C(=O)c1ccco1)c1nc2c(C)c(C)ccc2s1	-16%
CN(C)c1ccc(NC(=O)Cn2c(SCc3ccccc3F)nc3cccnc32)cc1	-19%
CCOC(=O)C1=C(CN2CCN(C)CC2)NC(=O)NC1c1ccc(F)cc1 (configuration not stated)	-3%
CC1=C(C(=O)NCc2cccc(F)c2)C2(CCCCCC2)OC1=O	3%
CCOc1ccccc1CNC(=O)c1ccc(-n2c(C)cc3c2CCC(C)C3)cc1 (configuration not stated)	-5%

Reprinted at random: 4 records from the list.
SMILES	p53ts 32C tox
COc1ccccc1CNC(=O)C1CCCN(c2nn3cc(-c4ccc(F)cc4)nc3s2)C1 (configuration not stated)	-3%
CCOC(=O)C1=C(CN2CCN(C)CC2)NC(=O)NC1c1ccc(F)cc1 (configuration not stated)	-3%
CN(C)CCNC(=O)C1CCN(c2ncnc3c2nc2n3CCCCC2)CC1	-8%
CC1Cc2cc(S(=O)(=O)NCc3ccccc3Cl)ccc2N1C(=O)C1CCC1 (configuration not stated)	2%

(next part)
SMILES	p53ts 32C tox
COc1cc(NC(=O)CN2Cc3ccccc3C2=O)cc(OC)c1OC	2%
Cc1ccccc1CNC(=O)c1ccc(CSc2nc3cccnc3n2Cc2ccccc2)cc1	11%
COc1cc(Cl)c(C)cc1NC(=O)Cn1ncc2c([nH]c3ccccc32)c1=O	-3%
CCS(=O)(=O)N1CC(=O)N(c2cccc(C)c2C)C(C)(C(=O)NC2CCCCCC2)C1 (configuration not stated)	-6%
Cc1ccc(C)c(NC(=O)c2ccc(CN3CC(=O)N4CCCCC4C3=O)cc2)c1 (configuration not stated)	0%
O=C(Cn1ncc2c([nH]c3ccccc32)c1=O)NCCCN1CCN(c2ccc(F)cc2)CC1	-13%
COc1ccc(S(=O)(=O)c2cn(C)c3cc(N4CCCCC4)c(F)cc3c2=O)cc1	2%
O=C(CN1Cc2ccccc2C1=O)Nc1cc(F)ccc1F	-7%
COc1ccc(NC(=O)c2cn3c4c(ccc(Cl)c4c2=O)OC(C)C3)cc1OC (configuration not stated)	7%
Cc1cc(C)cc(NC(=O)COCc2cc(-c3ccc4c(c3)OCO4)on2)c1	-10%
COc1ccc(Cl)cc1NC(=O)C(C)N1Cc2ccccc2C1=O (configuration not stated)	-15%
COc1ccc(OC)c(CCNC(=O)c2nc(-c3ccc(Cl)cc3)n3c2CCCCC3)c1	22%
COc1ccc(CNC(=O)COCc2cc(-c3ccc4c(c3)OCO4)on2)cc1	9%
CC1=C(C(=O)NCc2ccccc2Cl)C2(CCCCCC2)OC1=O	-2%
CCCCn1cc(S(=O)(=O)c2ccc(Cl)cc2)c(=O)c2cc(F)c(N3CCCC(C)C3)cc21 (configuration not stated)	4%
Cc1ccc(C)c(NC(=O)C(c2ccccc2)N2Cc3ccccc3C2=O)c1 (configuration not stated)	6%
CCCN(CCC)C(=O)C1CCN(c2ncnc3c2nc2n3CCCCC2)CC1	-6%
O=C(COCc1cc(-c2ccc3c(c2)OCO3)on1)N1CCN(c2cccc(C(F)(F)F)c2)CC1	4%
Cc1ccc(NC(=O)CN2C(=O)COc3ccc(S(=O)(=O)NC4CCCC4)cc32)cc1N(C)C	13%
Cc1ccc(CNC(=O)c2ccc(Cn3c(SCc4ccccc4F)nc4cccnc43)cc2)cc1	?
CC(CNC(=O)Cn1c(-c2cccs2)cc2ccccc21)c1ccccc1 (configuration not stated)	-10%
O=C(NCCc1cccs1)c1ccc(Cn2c(SCc3ccccc3)nc3cccnc32)cc1	?
Cc1oc(-c2ccccc2Cl)nc1Cn1c(SCc2cccc(F)c2)nc2cccnc21	-5%
COc1ccc(OC)c(CCNC(=O)C2CCN(c3ncnc4c3nc3n4CCCCC3)CC2)c1	2%
CCCCn1cc(S(=O)(=O)c2ccccc2)c(=O)c2cc(F)c(N3CCC(C)CC3)cc21	-2%

Further results:
SMILES	p53ts 32C tox
O=C(NCc1ccccc1)c1ccc(CSc2nc3cccnc3n2Cc2ccccc2)cc1	8%
CCC(C)NC(=O)Cn1c(-c2cccs2)cc2cc(Cl)ccc21 (configuration not stated)	-5%
COc1ccc(CNC(=O)CCCN2C(=O)c3cccnc3Oc3ccc(Cl)cc32)cc1	-4%
Cc1cccc(Cn2c(SCc3ccc(C(=O)NCc4cccs4)cc3)nc3cccnc32)c1	3%
Cc1ccc(S(=O)(=O)c2cn(C)c3cc(N4CCCCCC4)c(F)cc3c2=O)cc1	-7%
Cc1cccc(S(=O)(=O)c2cn(Cc3ccccc3)c3cc(N4CCCCC4C)c(F)cc3c2=O)c1 (configuration not stated)	-6%
Cc1ccc(CNC(=O)CN2Cc3ccccc3C2=O)cc1	0%
CC(=O)c1ccc(C(=O)N(CCCN(C)C)c2nc3c(C)c(C)ccc3s2)cc1	-28%
COc1ccc(OC)c(NC(=O)CN(C)S(=O)(=O)c2ccc3[nH]c4c(c3c2)CCCC4)c1	-12%
CCOc1ccccc1CNC(=O)c1nc(-c2ccc(Cl)cc2)n2c1CCCCC2	1%
O=C(NC1CCCCC1)c1ccc(CSc2nc3cccnc3n2Cc2ccc(F)cc2)cc1	-13%
COc1ccc(CC(=O)Nc2ccc3nc(Nc4cccc(Cl)c4)cc(C)c3c2)cc1	-5%
Cc1ccc(S(=O)(=O)c2cnc(SCC(=O)Nc3cc(C)cc(C)c3)nc2N)cc1	3%
Cc1c(Cl)cccc1NC(=O)C1CCN(c2ncnc3c2nc2n3CCCCC2)CC1	-13%
COC(=O)CCNC(=O)NC(CCC(C)C)c1c(-n2cccc2)sc2c1CCN(C)C2 (configuration not stated)	-7%
COc1ccc(NC(=O)Cn2cnc3c(nc4n3CCCCC4)c2=O)cc1Cl	-11%
CCCn1cc(S(=O)(=O)c2ccccc2)c(=O)c2cc(F)c(N3CCCCCC3)cc21	1%
COc1ccccc1CC(=O)Nc1ccc2nc(Nc3cccc(Cl)c3)cc(C)c2c1	-6%
CCN(CC)C(=O)Cn1ncc2c([nH]c3ccccc32)c1=O	-10%
CC(NC(=O)c1ccc(Cn2c(SCc3ccccc3)nc3cccnc32)cc1)c1ccccc1 (configuration not stated)	-12%
CN(C)c1ccc(NC(=O)Cn2cc(S(=O)(=O)Cc3cccc(Cl)c3)c3ccccc32)cc1	-5%
O=C(NCCc1ccccc1)C1CCN(c2ncnc3c2nc2n3CCCCC2)CC1	-4%
COc1cc(NC(=O)CN2C(=O)COc3ccc(S(=O)(=O)NC4CCCC4)cc32)cc(OC)c1	-12%
CCOc1ccc(CCNC(=O)Cn2c(-c3cccs3)cc3ccccc32)cc1	-9%
O=C(COCc1cc(-c2cccs2)on1)NCc1ccccc1Cl	2%
CC1=C(C(=O)Nc2ccc(C)c(C)c2)C2(CCCCCC2)OC1=O	-11%
O=C(NC1CCCCC1)c1ccc(Cn2c(SCc3cccc(F)c3)nc3cccnc32)cc1	10%
Cc1ccc(Cl)cc1N1CCN(C(=O)Cn2ncc3c([nH]c4ccccc43)c2=O)CC1	-3%
O=C(NCc1ccccc1)c1cccc(Nc2nc3ccccc3n3nnnc23)c1	-2%
Cc1cc2c(n1-c1ccc(C(=O)NCCc3ccc(Cl)cc3)cc1)CCCC2	-13%
